Tn7 DDE FP: inhibitors of Tn7 peptide binding to human fibrin DD(E) | FP displacement of FITC-Tn7 peptide from fibrin DD(E); 0% = median of compound wells per plate | inhibition, % at 8.3 µM | 0.13% of 370,000 active;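 active means inhibition above the mean of compounds falling within the control limits plus 3 SD of them, cut at about 14% in these data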;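 further: 0% = plate median of compound wells and 100% = 10 µM Aha-Tn7 peptide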
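Assay system: human fibrin DD(E). Input: DD(E) 2 µM final. Medium: Tris buffer with calcium and detergent, pH 7.8. Compound dosing: single point at 8.3 µM. Timing: 10 min plus 3 h, room temperature. Technique: fluorescence polarization of the labelled Tn7 tracer. Read-out: percent inhibition. Replicates: singlicate testing.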
ADAM17 inh: inhibits human ADAM17 | inhibition, % at 6.95 µM | P78536 | AID 720648 | recombinant ADAM17, EDANS/DABCYL FRET peptide cleavage | 0.83% of 370,000 active;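 active means inhibition above the mean of compounds lying between control limits plus 3 SD, set per campaign, cut at about 8.5% in these data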;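 further: 0% = DMSO-only wells as the low control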
proKLK7 act: activates the human kallikrein-7 zymogen. P49862. purified proKLK7, EDANS-DABCYL substrate fluorescence; 100% is mature enzyme control, 0% vehicle. activation, % at 7 µM. 0.9% of 370,000 active. AID 652039;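 active means activation above the mean of all tested compounds plus 3 SD, computed per campaign excluding outliers beyond control limits, cut at about 13% in these data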
Target sequence (P49862 whole entry, looked up): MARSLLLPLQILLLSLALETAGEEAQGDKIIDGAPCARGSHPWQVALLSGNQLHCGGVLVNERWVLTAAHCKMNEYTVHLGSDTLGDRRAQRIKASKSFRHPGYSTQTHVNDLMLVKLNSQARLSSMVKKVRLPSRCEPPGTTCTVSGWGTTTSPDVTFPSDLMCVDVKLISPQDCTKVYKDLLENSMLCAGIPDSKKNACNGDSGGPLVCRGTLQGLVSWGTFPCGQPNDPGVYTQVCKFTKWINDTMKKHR
UHRF1 MBD2 ctr: UHRF1 methyl-DNA binding inhibition; Q96T88; UHRF1 binding to methylated oligo, TR-FRET; inhibition, % at 4.4 µM; 0.75% of 370,000 active; in the data active means inhibition above about 21%;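 further: UHRF1 SRA domain binding a hemimethylated CpG hairpin DNA probe; 0% = median of test compound wells and 100% = reference inhibitor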
Target sequence (Q96T88 whole entry, looked up, the tested form may be a part): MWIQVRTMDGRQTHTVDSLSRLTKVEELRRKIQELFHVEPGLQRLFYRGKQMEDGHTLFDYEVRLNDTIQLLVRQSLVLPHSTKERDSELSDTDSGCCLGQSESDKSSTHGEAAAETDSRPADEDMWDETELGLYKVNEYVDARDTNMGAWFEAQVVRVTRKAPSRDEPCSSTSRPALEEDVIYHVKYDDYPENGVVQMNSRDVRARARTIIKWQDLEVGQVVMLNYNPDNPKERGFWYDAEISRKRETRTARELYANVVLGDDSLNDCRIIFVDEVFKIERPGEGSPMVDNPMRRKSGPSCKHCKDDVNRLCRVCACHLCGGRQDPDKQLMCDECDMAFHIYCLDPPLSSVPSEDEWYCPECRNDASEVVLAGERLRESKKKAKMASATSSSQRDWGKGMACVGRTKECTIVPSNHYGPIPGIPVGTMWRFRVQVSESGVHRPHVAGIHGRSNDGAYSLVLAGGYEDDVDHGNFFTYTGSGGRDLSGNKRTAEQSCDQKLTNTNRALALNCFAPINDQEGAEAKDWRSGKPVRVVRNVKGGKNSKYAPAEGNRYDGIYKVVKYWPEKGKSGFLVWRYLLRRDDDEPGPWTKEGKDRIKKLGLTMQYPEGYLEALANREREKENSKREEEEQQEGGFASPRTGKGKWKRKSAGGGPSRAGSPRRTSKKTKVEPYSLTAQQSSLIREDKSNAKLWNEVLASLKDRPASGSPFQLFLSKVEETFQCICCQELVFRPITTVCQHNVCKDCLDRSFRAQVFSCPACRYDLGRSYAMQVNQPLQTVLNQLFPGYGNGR
MBD2 DNA inh: MBD2-methylated oligo binding inhibition | Q9UBB5 | TR-FRET, MBD2 binding to methylated oligonucleotide | inhibition, % at 4.4 µM | 0.31% of 370,000 active | AID 686964; in the data active means inhibition above about 13%
PLCg1 inh: PLC-gamma1 (human) inhibition, primary screen; P19174; purified PLC-gamma1, fluorogenic substrate, fluorescence; 0.84% of 370,000 active; inhibition, % at 12.2 µM; in the data active means inhibition above about 9.5%
ARFGAP1 inhibitor: inhibitors of rat ARFGAP1. Arfgap1-stimulated ARF1 GTP hydrolysis, GDP FP detection. inhibition, % at 16.5 µM. 0.26% of 360,000 active;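 active means inhibition above a per-plate limit, mean inhibition of low control wells plus 3 SD, cut at about 25% in these data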;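 further: 0% = DMSO wells with enzyme and 100% = wells lacking Arfgap1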
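Assay system: purified rat His6-Arfgap1 residues 1-136 (GAP domain); Reagent: human Δ17 ARF1 bound to GTP; Dosing: 16.5 µM single point, 1.26% DMSO; Times: GTP hydrolysis reaction 2 h at 25 °C; Signal: FP, GDP Alexa 633 tracer displaced from anti-GDP antibody, 620/688 nm; Measure: % inhibition from polarization.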
PLCb3 inh: inhibitors of human phospholipase C beta3 | AID 720704 | Q01970 | 0.18% of 370,000 active | Purified PLC-beta3, fluorogenic substrate, fluorescence | inhibition, % at 12.2 µM; in the data active means inhibition above about 11%;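 further: 0% = median of compound wells on plate and 100% = full blocker control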
Tn6 DDE FP: inhibitors of Tn6 peptide binding to human fibrin DD(E); 0.21% of 370,000 active; AID 720509; inhibition, % at 8.3 µM; Fibrin DD(E) TRITC-Tn6 fluorescence polarization displacement;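 active means inhibition above a per-campaign cutoff: mean of compounds within control limits plus 3 SD, cut at about 15% in these data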;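 further: 0% = median of all compound wells on the plate and 100% = blocking peptide control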
ASAP1 GAP inh: inhibitors of human ASAP1 ArfGAP activity | Q9ULH1 | ASAP1-stimulated ARF1 GTP hydrolysis, GDP FP detection | inhibition, % at 16.5 µM | 0.19% of 360,000 active; in the data active means inhibition above about 25%;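 further: 0% = vehicle with enzyme and substrate and 100% = no enzyme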
Numbers without * were called inactive.

For O=Cc1cc(Br)c(OC(=O)N2CCOCC2)c(Br)c1 the results were Tn7 DDE FP -5, ADAM17 inh 4, proKLK7 act 0.4, UHRF1 MBD2 ctr 2, MBD2 DNA inh -7, PLCg1 inh 3, ARFGAP1 inhibitor 1, PLCb3 inh -3, Tn6 DDE FP 1 and ASAP1 GAP inh 2.
`COc1ccc(Cn2cc(CN3CC(N4CCSCC4)CS3(=O)=O)nn2)cc1` (configuration not stated) gave Tn7 DDE FP -5, ADAM17 inh -2, proKLK7 act -0.6, UHRF1 MBD2 ctr 10, MBD2 DNA inh 8, PLCg1 inh -1, ARFGAP1 inhibitor 5, PLCb3 inh -5, Tn6 DDE FP -5 and ASAP1 GAP inh -12.
For O=c1[nH]c(CCl)nc2cc(-c3ccc(F)cc3)sc12 the results were Tn7 DDE FP 2, ADAM17 inh -2, proKLK7 act -0.1, UHRF1 MBD2 ctr -7, MBD2 DNA inh 0, PLCg1 inh -2, ARFGAP1 inhibitor -6, PLCb3 inh 1, Tn6 DDE FP -2 and ASAP1 GAP inh -5.
Screening CCOc1cc(CNc2ccc3c(c2)OCCO3)cc(Br)c1OCC returned Tn7 DDE FP 1, ADAM17 inh 1, proKLK7 act 0.8, UHRF1 MBD2 ctr -2, MBD2 DNA inh 0, PLCg1 inh -1, ARFGAP1 inhibitor -1, PLCb3 inh -4, Tn6 DDE FP 8 and ASAP1 GAP inh 13.
For O=C(NCCN1CCOCC1)c1cccc(S(=O)(=O)NCc2ccccc2)c1 the results were Tn7 DDE FP -1, ADAM17 inh 0, proKLK7 act 0.2, UHRF1 MBD2 ctr 0, MBD2 DNA inh 3, PLCg1 inh -4, ARFGAP1 inhibitor -2, PLCb3 inh 1, Tn6 DDE FP -2 and ASAP1 GAP inh -11.
Cc1ccc2ccc3ccc(C)nc3c2n1 was read as Tn7 DDE FP -7, ADAM17 inh -6, proKLK7 act 0.6, UHRF1 MBD2 ctr -12, MBD2 DNA inh -6, PLCg1 inh -1, ARFGAP1 inhibitor -6, PLCb3 inh 2, Tn6 DDE FP -4 and ASAP1 GAP inh -13.
For CCOC(=O)c1sc(NC(=O)CNC(=O)Cn2cnc3sc(C)c(C)c3c2=O)nc1C the results were Tn7 DDE FP -5, ADAM17 inh -2, proKLK7 act -0.1, UHRF1 MBD2 ctr 3, MBD2 DNA inh -3, PLCg1 inh 1, ARFGAP1 inhibitor -3, PLCb3 inh 3, Tn6 DDE FP 3 and ASAP1 GAP inh -2.
`COc1ccc(NC(=O)CN2CCN(c3nc(-c4ccc(F)cc4)cs3)CC2)c(OC)c1` gave Tn7 DDE FP -1, ADAM17 inh -2, proKLK7 act 0.4, UHRF1 MBD2 ctr 2, MBD2 DNA inh 3, PLCg1 inh -1, ARFGAP1 inhibitor 2, PLCb3 inh -4, Tn6 DDE FP -6 and ASAP1 GAP inh 14.
`CCCn1c(N2CCN(CC(=O)c3c(C)n(C)c4ccc(OC)cc34)CC2)nc2c1c(=O)[nH]c(=O)n2C` gave Tn7 DDE FP 0, ADAM17 inh -2, proKLK7 act 0.3, UHRF1 MBD2 ctr 5, MBD2 DNA inh 6, PLCg1 inh -4, ARFGAP1 inhibitor -3, PLCb3 inh -4, Tn6 DDE FP 4 and ASAP1 GAP inh 5.
`Cc1ccc2nc(SC(C)C(=O)N3CCCCC3)[nH]c2c1` (configuration not stated) gave Tn7 DDE FP -1, ADAM17 inh -1, proKLK7 act 0.1, UHRF1 MBD2 ctr 1, MBD2 DNA inh -2, PLCg1 inh -1, ARFGAP1 inhibitor 16, PLCb3 inh -4, Tn6 DDE FP -6 and ASAP1 GAP inh -7.
`COC(=O)c1ccccc1NC(=O)Nc1cccc(C)n1` gave Tn7 DDE FP -1, ADAM17 inh -5, proKLK7 act -2.1, UHRF1 MBD2 ctr -2, MBD2 DNA inh 2, PLCg1 inh -2, ARFGAP1 inhibitor 5, PLCb3 inh 4, Tn6 DDE FP -4 and ASAP1 GAP inh 1.
Screening CCOc1ccc(NC(=O)CCC(=O)NNC(=O)NC2CCCCC2)cc1 returned Tn7 DDE FP 0, ADAM17 inh -2, proKLK7 act 0.3, UHRF1 MBD2 ctr 0, MBD2 DNA inh 1, PLCg1 inh 0, ARFGAP1 inhibitor -4, PLCb3 inh -6, Tn6 DDE FP 1 and ASAP1 GAP inh 10.
CCOC(=O)C1CN(S(=O)(=O)c2ccc(OC)cc2)c2ccccc2O1 (configuration not stated) was read as Tn7 DDE FP 1, ADAM17 inh -3, proKLK7 act -0.3, UHRF1 MBD2 ctr -1, MBD2 DNA inh 2, PLCg1 inh 0, ARFGAP1 inhibitor 7, PLCb3 inh -5, Tn6 DDE FP -6 and ASAP1 GAP inh 4.
`FC(F)(F)c1cnc(N/N=C/c2ccncc2)c(Cl)c1` gave Tn7 DDE FP -2, ADAM17 inh -3, proKLK7 act -0.1, UHRF1 MBD2 ctr -3, MBD2 DNA inh -8, PLCg1 inh 3, ARFGAP1 inhibitor -1, PLCb3 inh -1, Tn6 DDE FP 5 and ASAP1 GAP inh -4.
COCCNC(=O)C1CCCN(C(=O)c2cc(C)nn2C(C)(C)C)CC1 (configuration not stated) was read as Tn7 DDE FP -3, ADAM17 inh 1, proKLK7 act -0.7, UHRF1 MBD2 ctr -1, MBD2 DNA inh 4, PLCg1 inh 2, ARFGAP1 inhibitor 11, PLCb3 inh 4, Tn6 DDE FP 0 and ASAP1 GAP inh 5.
Screening COc1cc2c(cc1CNC[C@H]1O[C@@H](n3ccc(N)nc3=O)[C@H](O)[C@@H]1O)OCO2 returned Tn7 DDE FP -2, ADAM17 inh 1, proKLK7 act 0.7, UHRF1 MBD2 ctr 3, MBD2 DNA inh 2, PLCg1 inh 2, ARFGAP1 inhibitor -1, PLCb3 inh -2, Tn6 DDE FP -2 and ASAP1 GAP inh 5.
`CC(Oc1ccc2c(-c3ccccc3)cc(=O)oc2c1)C(=O)NCCN1CCOCC1` (configuration not stated) gave Tn7 DDE FP -1, ADAM17 inh 0, proKLK7 act 0.0, UHRF1 MBD2 ctr -1, MBD2 DNA inh -3, PLCg1 inh -10, ARFGAP1 inhibitor -4, PLCb3 inh -22, Tn6 DDE FP 10 and ASAP1 GAP inh 5.
Screening O=C(N/N=C/c1c[nH]c2ccccc12)c1ccn(Cc2ccc(Cl)cc2Cl)n1 returned Tn7 DDE FP -8, ADAM17 inh 0, proKLK7 act 0.0, UHRF1 MBD2 ctr 5, MBD2 DNA inh -4, PLCg1 inh -5, ARFGAP1 inhibitor 7, PLCb3 inh -16, Tn6 DDE FP 0 and ASAP1 GAP inh 5.
For Cc1noc(C)c1COc1ccc(C(=O)OCC(=O)NC2CCCCC2C)cc1 (configuration not stated) the results were Tn7 DDE FP -4, ADAM17 inh -3, proKLK7 act -0.4, UHRF1 MBD2 ctr -1, MBD2 DNA inh -2, PLCg1 inh 1, ARFGAP1 inhibitor 6, PLCb3 inh 1, Tn6 DDE FP 0 and ASAP1 GAP inh -5.
For CCOc1ccc(S(=O)(=O)NCC(=O)NC2CCCCC2)cc1 the results were Tn7 DDE FP 6, ADAM17 inh -4, proKLK7 act -0.2, UHRF1 MBD2 ctr -2, MBD2 DNA inh 0, PLCg1 inh 0, ARFGAP1 inhibitor -2, PLCb3 inh -4, Tn6 DDE FP -1 and ASAP1 GAP inh -10.
`COc1ccc(NC(=O)Nc2ccccc2C)c(OC)c1` gave Tn7 DDE FP -1, ADAM17 inh 0, proKLK7 act 0.0, UHRF1 MBD2 ctr -1, MBD2 DNA inh 0, PLCg1 inh 3, ARFGAP1 inhibitor 5, PLCb3 inh 3, Tn6 DDE FP 7 and ASAP1 GAP inh 7.
O=C(Nc1ccc(-c2nc3ccccc3[nH]2)cc1)c1c(F)c(F)c(F)c(F)c1F was read as Tn7 DDE FP -7, ADAM17 inh 3, proKLK7 act 0.5, UHRF1 MBD2 ctr -1, MBD2 DNA inh -1, PLCg1 inh 0, ARFGAP1 inhibitor 16, PLCb3 inh 4, Tn6 DDE FP -2 and ASAP1 GAP inh 15.
COc1ccc(CC(=O)Nc2nc(-c3ccccc3)c(C(C)=O)s2)cc1OC was read as Tn7 DDE FP 5, ADAM17 inh 0, proKLK7 act 0.8, UHRF1 MBD2 ctr 0, MBD2 DNA inh 5, PLCg1 inh -3, ARFGAP1 inhibitor 4, PLCb3 inh -7, Tn6 DDE FP 7 and ASAP1 GAP inh -6.
C[C@H](CO)N1C[C@H](C)[C@@H](CN(C)S(C)(=O)=O)Oc2ccc(NC(=O)c3ccncc3)cc2C1=O was read as Tn7 DDE FP 6, ADAM17 inh -4, proKLK7 act -0.6, UHRF1 MBD2 ctr -2, MBD2 DNA inh 2, PLCg1 inh -7, ARFGAP1 inhibitor 7, PLCb3 inh -3, Tn6 DDE FP -1 and ASAP1 GAP inh -4.
For Cn1ncc2c(Nc3ccc(-c4ccccc4)cc3)ncnc21 the results were Tn7 DDE FP -2, ADAM17 inh -8, proKLK7 act -49, UHRF1 MBD2 ctr 1, MBD2 DNA inh 4, PLCg1 inh -171, ARFGAP1 inhibitor 8, PLCb3 inh -230, Tn6 DDE FP -6 and ASAP1 GAP inh 1.
CCc1ccccc1NC(=O)CSC1=C(C#N)C(c2ccc3c(c2)OCO3)C2=C(CCCC2=O)N1 (configuration not stated) was read as Tn7 DDE FP -8, ADAM17 inh 7, proKLK7 act -0.3, UHRF1 MBD2 ctr 1, MBD2 DNA inh -4, PLCg1 inh -2, ARFGAP1 inhibitor -1, PLCb3 inh 0, Tn6 DDE FP 5 and ASAP1 GAP inh 4.
Screening COc1ccc(OC)c(/C=N/NC(=O)CCc2c(C)n[nH]c2C)c1 returned Tn7 DDE FP 3, ADAM17 inh -320, proKLK7 act 17*, UHRF1 MBD2 ctr -3, MBD2 DNA inh -2, PLCg1 inh -276, ARFGAP1 inhibitor 8, PLCb3 inh -395, Tn6 DDE FP 2 and ASAP1 GAP inh -7.
CC1CCCN(c2cc3c(cc2[N+](=O)[O-])C(=O)N(c2ccccc2)C3=O)C1 (configuration not stated) was read as Tn7 DDE FP 2, ADAM17 inh 1, proKLK7 act 0.3, UHRF1 MBD2 ctr 4, MBD2 DNA inh 6, PLCg1 inh 7, ARFGAP1 inhibitor 2, PLCb3 inh 0, Tn6 DDE FP 9 and ASAP1 GAP inh 5.
For CC(=O)Nc1cccc(NC(=O)CCNC(=O)c2ccc(Cl)cc2)c1 the results were Tn7 DDE FP 2, ADAM17 inh -4, proKLK7 act -0.1, UHRF1 MBD2 ctr 3, MBD2 DNA inh 0, PLCg1 inh -2, ARFGAP1 inhibitor -3, PLCb3 inh -7, Tn6 DDE FP 3 and ASAP1 GAP inh -9.
`COc1ccc(C)cc1NC(=O)CN1C(=O)COc2ccc(C)cc21` gave Tn7 DDE FP 5, ADAM17 inh -6, proKLK7 act 0.3, UHRF1 MBD2 ctr 2, MBD2 DNA inh 5, PLCg1 inh 0, ARFGAP1 inhibitor 2, PLCb3 inh -3, Tn6 DDE FP 1 and ASAP1 GAP inh -10.
